OXTR ag – human OXTR agonism; P30559; CHO-OTR cells, Fluo-8 calcium fluorescence; normalized: DMSO 0%, oxytocin 100%; activation, % at 3 µM; 0.32% of 320,000 active; AID 2435;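 active = activation above the mean of all tested compounds plus 3 SD, cutoff set per screening run, cut at about 20% in these data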;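 also: peak over basal fluorescence ratio from a 100 s FLIPR kinetic read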
GalR3 antag – blocks the human galanin receptor 3; HEK293 GalR3-CNG cAMP membrane potential fluorescence; galR3 body fused to GalR1 C-terminus; inhibition, % at 3 µM; 0.44% of 360,000 active; AID 651719;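 active = inhibition above the screen-wide average plus 3 SD, cut at about 13% in these data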;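 also: forskolin and galanin both at EC90 stimulate the cells; cAMP rise reported by CNG channel membrane potential dye signal; 0% = forskolin plus galanin with DMSO and 100% = forskolin alone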
GPR7 antagonist – human neuropeptides B/W receptor 1 antagonism; P48145; GPR7-expressing cells, fluorescence antagonist assay; inhibition, % at 4.4 µM; 1.1% of 290,000 active; in the data active = inhibition above about 16%, passing the limit was not always enough;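 also: cells stimulated with the agonist NPW; 0% = agonist with vehicle and 100% = vehicle without agonist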
Target sequence (P48145 whole entry, looked up): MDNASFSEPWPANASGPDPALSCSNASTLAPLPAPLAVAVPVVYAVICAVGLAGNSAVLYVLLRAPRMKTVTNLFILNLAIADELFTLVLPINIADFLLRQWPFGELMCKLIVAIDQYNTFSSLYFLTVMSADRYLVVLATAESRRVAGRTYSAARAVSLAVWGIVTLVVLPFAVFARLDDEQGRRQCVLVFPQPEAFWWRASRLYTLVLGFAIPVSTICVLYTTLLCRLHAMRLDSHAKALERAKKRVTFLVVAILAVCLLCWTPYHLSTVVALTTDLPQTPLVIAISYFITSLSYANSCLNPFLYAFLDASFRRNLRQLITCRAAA
PHOSPHO1 inh – PHOSPHO1 (human) inhibition | recombinant PHOSPHO1, absorbance phosphatase assay | inhibition, % at 13.3 µM | 1.1% of 290,000 active; in the data active = inhibition above about 60%
FID counter – fluorescent intercalator displacement, NS3 helicase counter-screen; inhibition, % at 7.9 µM; DNA fluorescent intercalator displacement, fluorescence; AID 1845; 0.17% of 290,000 active; in the data active = inhibition above about 37%;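 also: 0% = vehicle and 100% = reference compound; higher means more ethidium bromide displaced from hairpin DNA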
HCV NS3 hel inh – blocks Hepatitis C virus NS3 helicase unwinding; NS3 helicase DNA unwinding, Cy5 molecular beacon fluorescence; 0.56% of 290,000 active; inhibition, % at 10.9 µM;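 active = inhibition above the mean of all tested compounds plus 3 SD, set per campaign, cut at about 35% in these data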;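 also: 0% = DMSO wells and 100% = thioflavine S control wells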
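System: Hepatitis C virus NS3 helicase domain fragment enzyme | Reagent: Annealed dual-labelled DNA beacon duplex, ATP-started | Compound dosing: 10.9 µM single point, 0.8% DMSO | Incubation: 1 h reaction at 25 °C, ATP-initiated | Technique: Cy5 fluorescence | Evaluation: Percent inhibition from t60/t0 fluorescence ratio | Benchmarks: Low DMSO, high thioflavine S at 110 µM | Replication: Singlicate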
V1R ag counter – V1a receptor agonism, counter-screen for OXTR agonists. P37288. AID 2797. activation, % at 3 µM. CHO-V1R cells, Fluo-8 calcium fluorescence, agonist mode; 0% DMSO, 100% 3 nM vasopressin. 0.25% of 320,000 active;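 active = activation above the mean activation of all tested compounds plus 3 SD, per screening run, cut at about 20% in these data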;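 also: signal is peak over basal fluorescence ratio across a 100 second FLIPR read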
Target sequence (P37288 whole entry, looked up): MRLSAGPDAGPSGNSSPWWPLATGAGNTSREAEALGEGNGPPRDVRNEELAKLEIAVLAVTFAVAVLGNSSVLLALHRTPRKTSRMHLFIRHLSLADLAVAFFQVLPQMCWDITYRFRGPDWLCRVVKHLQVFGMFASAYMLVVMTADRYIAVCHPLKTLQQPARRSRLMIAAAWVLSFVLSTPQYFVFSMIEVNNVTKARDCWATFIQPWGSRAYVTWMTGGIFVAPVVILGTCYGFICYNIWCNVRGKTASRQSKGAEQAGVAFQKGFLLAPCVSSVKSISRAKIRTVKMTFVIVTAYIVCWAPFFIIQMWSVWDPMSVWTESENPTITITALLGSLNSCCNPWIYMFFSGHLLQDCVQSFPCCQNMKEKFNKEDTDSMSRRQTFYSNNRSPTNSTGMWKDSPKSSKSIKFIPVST
IMP-1 inh – inhibitors of Pseudomonas aeruginosa IMP-1 metallo-beta-lactamase. purified IMP-1, nitrocefin hydrolysis, epi-absorbance fluorescence. inhibition, % at 5.6 µM. 0.45% of 290,000 active;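 active = inhibition above the mean plus 3 SD of all compounds in the same screening run, cut at about 4.5% in these data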;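 also: 0% = IMP-1 with DMSO and 100% = DMSO wells lacking enzyme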
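System: purified IMP-1; amount: IMP-1 0.2 nM before substrate addition; compound: single dose, 5.6 µM; times: 25 °C, 15 min preincubation, 25 min reaction; signal: Epi-absorbance via hydrolysed-nitrocefin quenching of white-plate fluorescence, 480/530 nm, EDTA stop; benchmarks: DMSO with and without IMP-1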
VIM-2 inh – blocks Pseudomonas aeruginosa VIM-2 metallo-beta-lactamase. AID 1527. purified VIM-2, nitrocefin hydrolysis, epi-absorbance fluorescence. inhibition, % at 5.6 µM. 0.89% of 290,000 active;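 active = inhibition above the mean of all tested compounds plus 3 SD, cutoff set per screening run, cut at about 7.5% in these data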;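 also: red hydrolysis product quenches plate fluorescence so inhibitors raise well fluorescence; 0% = enzyme with DMSO and 100% = DMSO without enzyme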
* marks the source's active call; other numbers are inactive results.

Preview:
CC1(C)Cc2nc3oc4c(N5CCOCC5)ncnc4c3cc2CO1 was read as OXTR ag 0.8, GalR3 antag -5, GPR7 antagonist -5, PHOSPHO1 inh 23, FID counter -1, HCV NS3 hel inh -1, V1R ag counter 3.0, IMP-1 inh -1.1 and VIM-2 inh 0.2.
Screening O=C(O)C1=C[C@@H](c2csc3ccccc23)C[C@@H](OCCCCO)O1 returned OXTR ag -1.0, GalR3 antag -2, GPR7 antagonist 2, PHOSPHO1 inh 36, FID counter -18, HCV NS3 hel inh 10, V1R ag counter -0.4, IMP-1 inh 0.4 and VIM-2 inh 4.4.
For NC(=S)N=Nc1c(O)[nH]c2c(Br)cc(Br)cc12 the results were OXTR ag -1.6, GalR3 antag -2, GPR7 antagonist 34*, PHOSPHO1 inh -2, FID counter -2, HCV NS3 hel inh 2, V1R ag counter -0.5, IMP-1 inh -2.3 and VIM-2 inh 0.0.
CCCCc1nnc(NC(=O)CCS(=O)(=O)Cc2ccccc2)s1 was read as OXTR ag -0.9, GalR3 antag 0, GPR7 antagonist -10, PHOSPHO1 inh 41, FID counter -12, HCV NS3 hel inh -12, V1R ag counter 0.1, IMP-1 inh -3.2 and VIM-2 inh -1.3.

All compounds of this part, from the start:
CC1(C)Cc2nc3oc4c(N5CCOCC5)ncnc4c3cc2CO1 was read as OXTR ag 0.8, GalR3 antag -5, GPR7 antagonist -5, PHOSPHO1 inh 23, FID counter -1, HCV NS3 hel inh -1, V1R ag counter 3.0, IMP-1 inh -1.1 and VIM-2 inh 0.2.
Screening O=C(O)C1=C[C@@H](c2csc3ccccc23)C[C@@H](OCCCCO)O1 returned OXTR ag -1.0, GalR3 antag -2, GPR7 antagonist 2, PHOSPHO1 inh 36, FID counter -18, HCV NS3 hel inh 10, V1R ag counter -0.4, IMP-1 inh 0.4 and VIM-2 inh 4.4.
For NC(=S)N=Nc1c(O)[nH]c2c(Br)cc(Br)cc12 the results were OXTR ag -1.6, GalR3 antag -2, GPR7 antagonist 34*, PHOSPHO1 inh -2, FID counter -2, HCV NS3 hel inh 2, V1R ag counter -0.5, IMP-1 inh -2.3 and VIM-2 inh 0.0.
CCCCc1nnc(NC(=O)CCS(=O)(=O)Cc2ccccc2)s1 was read as OXTR ag -0.9, GalR3 antag 0, GPR7 antagonist -10, PHOSPHO1 inh 41, FID counter -12, HCV NS3 hel inh -12, V1R ag counter 0.1, IMP-1 inh -3.2 and VIM-2 inh -1.3.
O=C(Nc1ccc(Oc2ccccc2)cc1)C1CCN(c2ncccn2)CC1 was read as OXTR ag 0.2, GalR3 antag -2, GPR7 antagonist 5, PHOSPHO1 inh 15, FID counter -3, HCV NS3 hel inh -2, V1R ag counter 0.1, IMP-1 inh -3.5 and VIM-2 inh 1.6.
For Nc1nc2ccccc2n1/N=C/c1ccc(-c2ccccc2)o1 the results were OXTR ag -0.5, GalR3 antag -7, GPR7 antagonist 4, PHOSPHO1 inh 11, FID counter 1, HCV NS3 hel inh -15, V1R ag counter -0.1, IMP-1 inh -4.9 and VIM-2 inh -1.5.
For CCCC(C)C(=O)NCc1ccccc1OC (stereo not given) the results were OXTR ag -1.1, GalR3 antag 4, GPR7 antagonist -12, PHOSPHO1 inh 10, FID counter 4, HCV NS3 hel inh 0, V1R ag counter -0.3, IMP-1 inh -1.4 and VIM-2 inh -3.2.
CCOC(=O)CSc1nc(C)cc(Oc2ccc(=O)n(C)n2)n1 was read as OXTR ag -0.1, GalR3 antag 0, GPR7 antagonist 11, PHOSPHO1 inh -1, FID counter -7, HCV NS3 hel inh -1, V1R ag counter 0.4, IMP-1 inh -0.3 and VIM-2 inh 0.9.
`COc1ccc(NC(=S)NC(=O)c2ccccc2)cn1` gave GalR3 antag -3, GPR7 antagonist -6, FID counter -11, HCV NS3 hel inh 5, IMP-1 inh -0.5 and VIM-2 inh -3.1.
Screening O=C1N=C(N2CCCC2)S/C1=C\c1cn[nH]c1-c1ccccc1 returned OXTR ag 0.6, GPR7 antagonist -3, PHOSPHO1 inh 9, FID counter -5, HCV NS3 hel inh 8, V1R ag counter 0.0, IMP-1 inh -1.7 and VIM-2 inh 0.2.
`CCSC1=N/C(=C\c2ccc3c(c2)OCO3)C(=O)S1` gave OXTR ag -1.8, GalR3 antag 1, GPR7 antagonist -8, PHOSPHO1 inh -19, FID counter -3, HCV NS3 hel inh 2, V1R ag counter 0.3, IMP-1 inh -0.6 and VIM-2 inh -1.2.
Screening Cc1ccc(S(=O)(=O)N2CCOCC2)cc1NC(=O)CSc1nc2ccccc2c(=O)n1Cc1ccccc1 returned OXTR ag 0.1, GalR3 antag 0, GPR7 antagonist 0, PHOSPHO1 inh 5, FID counter -2, HCV NS3 hel inh -24, V1R ag counter 3.6, IMP-1 inh -1.7 and VIM-2 inh -2.6.
For CC(=O)NCCc1cc2ccc(C)c(C)c2[nH]c1=O the results were OXTR ag 0.4, GalR3 antag 1, GPR7 antagonist -4, PHOSPHO1 inh 5, FID counter 1, HCV NS3 hel inh 7, V1R ag counter -0.1, IMP-1 inh -1.6 and VIM-2 inh -3.4.
For O=S(=O)(Nc1ccccc1Br)c1cccs1 the results were OXTR ag 0.0, GalR3 antag 1, GPR7 antagonist -9, PHOSPHO1 inh 28, FID counter -7, HCV NS3 hel inh 2, V1R ag counter -0.6, IMP-1 inh -4.5 and VIM-2 inh -1.3.
Screening Cc1ccc(CNC(=O)CN(C)S(=O)(=O)c2cnc[nH]2)cc1 returned OXTR ag 2.0, GalR3 antag -10, GPR7 antagonist -9, PHOSPHO1 inh 11, FID counter 2, HCV NS3 hel inh -2, V1R ag counter 0.1, IMP-1 inh -2.4 and VIM-2 inh -2.6.
For CN1CCN(c2ccccc2NC(=O)c2c(F)cccc2F)CC1 the results were OXTR ag 0.3, GalR3 antag 1, GPR7 antagonist -10, PHOSPHO1 inh 32, FID counter -2, HCV NS3 hel inh 4, V1R ag counter 0.4, IMP-1 inh -3.4 and VIM-2 inh -3.0.
O=C(Nc1ccccc1C(=O)NCCN1CCOCC1)c1cccc([N+](=O)[O-])c1 was read as OXTR ag -0.2, GalR3 antag 1, GPR7 antagonist -5, PHOSPHO1 inh 24, FID counter 12, HCV NS3 hel inh 16, V1R ag counter 0.3, IMP-1 inh -3.1 and VIM-2 inh -1.5.

Bioassay records deposited in PubChem by several laboratories.

Not a hit list; any-hit rate near 4.3%.
